High-throughput results (PubChem)
NPY2 pot ag – potentiates or activates human NPY-Y2 receptor; AID 1359; P49146; actives 0.45% (n = 220,000); activation, % at 3.6 µM; cells expressing NPY-Y2, potentiator/agonist read-out; in the data active means activation above about 27%;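 further: cells stimulated with NPY near EC25 plus isoproterenol at EC100; 0% = vehicle plus submaximal agonist and 100% = vehicle plus saturating agonist; some results beyond the cut were filed as inactive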
TRPML3 ag – agonists of human TRPML3 channel. Q8TDD5. HEK293 TRPML3-YFP, Fluo-8 calcium fluorescence; 100% = the carbachol control signal. activation, % at 3 µM. actives 0.29% (n = 220,000). AID 1448;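 active means activation above its plate's cutoff, the mean activation of the plate's test wells plus 3 SD, cut at about 12% in these data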;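 further: 0% = DMSO only wells and 100% = carbachol wells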
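Material: TRPML3-YFP stable HEK293 cells | Dosing: One concentration, 3 µM nominal, 0.3% DMSO | Timing: 125 s total fluorescence read per well | Technique: Fluo-8 calcium dye fluorescence, ex 470-495, em 515-575 nm | Measure: Percent activation from peak-to-basal fluorescence ratio, scaled between DMSO and carbachol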
TRPN1 ag – activates the zebrafish TRPN1 channel; HEK293 zebrafish TRPN1-YFP, Fluo-8 calcium fluorescence; 100% = response to 87 µM carbachol; activation, % at 3 µM; actives 0.18% (n = 220,000);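 active means activation above its plate's cutoff, the mean activation of test wells on that plate plus 3 SD, cut at about 19% in these data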;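 further: 0% = DMSO alone and 100% = 87 µM carbachol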
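Material: zebrafish TRPN1-YFP in HEK293 cells; Doses: single test compound dose, 3 µM nominal, 0.3% DMSO; Timing: dye loading 1 h at 37 °C, then 30 min room temperature; Technique: intracellular calcium fluorescence with Fluo-8; Benchmarks: high carbachol 87 µM, low DMSO alone.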
EP2 modulator – modulates human prostaglandin E2 receptor EP2 signaling; P43116; EP2-expressing cells, cAMP HTRF FRET, PGE2 co-stimulation; induction, % at 25 µM; actives 0.83% (n = 260,000);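 active means compounds whose cAMP rise, as percent of the full-agonist control response, exceeds 60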;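 further: rat C6 glioma line stably carrying human EP2 under a CMV promoter; the protocol text gives 20 µM as final concentration; 100% = response of wells given 1 µM PGE2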
S1P4 antag – human S1P4 receptor antagonism. S1P4-expressing cells, antagonist mode, reporter read-out. inhibition, % at 4.98 µM. actives 0.26% (n = 220,000). AID 1510; in the data active means inhibition above about 29%;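 further: 0% = wells stimulated with agonist and 100% = vehicle wells without agonist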
Target sequence (O95977 whole entry, looked up): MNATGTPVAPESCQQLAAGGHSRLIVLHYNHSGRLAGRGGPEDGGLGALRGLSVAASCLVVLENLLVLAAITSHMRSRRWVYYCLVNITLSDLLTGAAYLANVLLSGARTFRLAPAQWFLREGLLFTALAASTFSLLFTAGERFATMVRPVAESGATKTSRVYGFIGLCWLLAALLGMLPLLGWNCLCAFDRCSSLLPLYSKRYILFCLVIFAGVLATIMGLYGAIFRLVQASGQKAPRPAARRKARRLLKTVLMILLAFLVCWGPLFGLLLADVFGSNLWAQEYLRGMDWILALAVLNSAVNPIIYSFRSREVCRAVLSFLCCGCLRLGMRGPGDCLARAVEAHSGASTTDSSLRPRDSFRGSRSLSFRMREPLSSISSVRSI
S1P4 ag – activates the human S1P4 receptor | S1P4-expressing cell line, agonist reporter assay | activation, % at 4.98 µM | AID 1509 | O95977 | actives 0.35% (n = 220,000); in the data active means activation above about 11%;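 further: 0% = DMSO vehicle and 100% = reference agonist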
NPY-Y1 antag – blocks the human neuropeptide Y Y1 receptor | HEK293-CNG Y1 cells, membrane potential fluorescence; NPY at EC95, then isoproterenol | actives 1% (n = 200,000) | AID 1040 | inhibition, % at 3.6 µM;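 active means inhibition above the campaign mean inhibition of all tested compounds plus 3 SD, cut at about 20% in these data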;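 further: 0% = DMSO wells given NPY plus isoproterenol and 100% = isoproterenol alone without NPY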
Target sequence (P25929 whole entry, looked up): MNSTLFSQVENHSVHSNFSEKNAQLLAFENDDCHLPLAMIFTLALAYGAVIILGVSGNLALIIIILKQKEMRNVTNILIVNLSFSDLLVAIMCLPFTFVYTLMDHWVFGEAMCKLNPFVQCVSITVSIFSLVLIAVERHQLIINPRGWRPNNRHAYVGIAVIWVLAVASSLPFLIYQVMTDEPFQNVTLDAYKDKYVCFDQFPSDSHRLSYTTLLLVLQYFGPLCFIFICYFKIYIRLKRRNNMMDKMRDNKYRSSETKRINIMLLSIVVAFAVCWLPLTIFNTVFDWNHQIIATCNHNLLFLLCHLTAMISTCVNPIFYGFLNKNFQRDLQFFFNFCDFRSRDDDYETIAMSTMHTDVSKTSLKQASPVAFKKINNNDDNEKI
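Test system: HEK293 cells co-expressing NPY Y1 receptor and cyclic-nucleotide gated channel; Also added: NPY (25 nM), isoproterenol (1 µM), Ro 20-1724 (25 µM); Compound dosing: one concentration, 3.6 µM, in 0.4% DMSO; Timing: dye 3 h, compound 60 min room temperature, stimulation 45 min; Technique: Membrane-potential fluorescent dye readout.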
NPY1 pot ag – human NPY-Y1 potentiation or agonism, primary screen; P25929; NPY-Y1 expressing cells, potentiator/agonist activation; activation, % at 3.6 µM; actives 0.37% (n = 220,000); in the data active means activation above about 33%, passing the limit was not always enough;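 further: cells stimulated with NPY at EC10 then isoproterenol at EC100; 0% = low agonist plus stimulus and 100% = saturating agonist plus stimulus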
CHOP inh – inhibitors of CHOP induction in ER stress response; CHO-K1 CHOP-promoter luciferase, tunicamycin-induced, 15-18 h; inhibition, % at 10 µM; actives 3.8% (n = 220,000); AID 2732;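 active means compounds that reduced the stress-induced luciferase reporter signal by more than about 70% of percent inhibition, limit read from the data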;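 further: 0% = tunicamycin plus vehicle and 100% = wells without tunicamycin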
Numbers without * were called inactive; x = not tested or not shown; & = joins results of further samples.

SMILES	NPY2 pot ag	TRPML3 ag	TRPN1 ag	EP2 modulator	S1P4 antag	S1P4 ag	NPY-Y1 antag	NPY1 pot ag	CHOP inh
CC(C)(C)c1ccc(C(=O)c2c[nH]c(C(=O)NCCCn3ccnc3)c2)cc1	14	0.1	2.1	-25	-3	-3.2	-4	21	-29
CCc1ccc(N(C2C=CS(=O)(=O)C2)S(=O)(=O)c2ccc(C)cc2)cc1 (stereo not given)	-37	-0.1	0.1	6	17	0.5	x	6	-6
CN(Cc1nc2ccc(F)cc2[nH]1)Cc1c(C(=O)N(C)C)nc2ccc(Cl)cn12	-2	0.8	0.3	-26	-15	2.3	-5	12	-4
CC(C)CC(NC(N)=O)C(=O)NCc1ccc(Cl)cc1 (stereo not given)	16	0.4	-0.6	52	-23	1.6	9	7	4
c1ccc(C2CC(c3cccs3)=NN2c2ccccc2)cc1 (stereo not given)	-16	-0.1	0.1	10	2	11	x	13	-4
O=S(=O)(Cc1ccc(Cl)cc1)C1CCCCC1O (stereo not given)	11	0.6	-0.1	1	-4	1.7	x	10	-29
COc1ccc(NC(=O)CSc2nc(N)c(-c3ccccc3)c(=O)[nH]2)cc1	-11	0.3	-0.3	-23&18	-2	-1.0	7	-26	-1
CCSc1ccccc1C(=O)N=C1NC(=O)CC2C(=O)NCCN12 (stereo not given)	10	1.0	0.2	16	-1	0.7	-6	17	5
CCc1cccc(CC)c1-n1c(SCC(=O)N2CCc3ccccc3C2)nnc1-c1cccnc1	-5	-0.2	-0.1	-11	-24	-0.1	3	-25	51
Cc1nc2sccn2c(=O)c1Cl	-8	0.6	-0.8	8	-12	0.0	-1	7	-1
Cc1ccccc1N/C(SCc1ccc(Cl)cc1)=C(/C#N)C(=O)NCc1ccco1	-39	1.6	-0.3	23	2	2.1	34*	-11	28
O=C(COc1ccc(S(=O)(=O)N2CCOCC2)cc1)Nc1ccc2c(c1)OCCO2	-15	0.5	-0.7	2	-17	-0.3	0	-13	6
CC(C)Cc1nc2oc3c(NCCCN4CCOCC4)ncnc3c2c2c1CCC2	-11	-0.3	-1.5	-11	6	-2.5	1	6	30
O=C(COc1ccc(Br)cc1)N1CCCCCC1	4	-1.0	0.8	x	-11	2.7	-4	16	x
CC(=O)NNc1ncnc2c1cnn2-c1ccc(C)c(Cl)c1	4	1.2	1.4	-18	-3	1.5	-4	18	-17
COc1ccc(OC)c(C2CC(=O)Nc3n[nH]c(-c4ccccc4)c32)c1 (stereo not given)	-11	0.0	-1.2	48	0	-0.5	3	7	45
O=C(c1cnsn1)N1CCN(c2ccccn2)CC1	5	0.1	1.7	1	-17	-1.1	4	-13	5
COc1ccccc1CNC(=O)C1=CCN(S(=O)(=O)c2ccc(C)cc2)CC1	-1	0.4	0.7	-20	7	1.4	x	15	8
O=C(NC1CCN(C(=S)NCc2ccco2)CC1)C12CC3CC(CC(C3)C1)C2	4	0.1	0.5	-15	-19	-0.1	-4	9	24
O=C(O)c1c(-c2ccccc2)c2oc3ccccc3c2[nH]c1=O	-1	-0.2	0.2	12	-12	-0.9	-1	-4	23
CC(=O)Nc1ccc(Oc2cc(C#N)c(C#N)cc2N2CCOCC2)cc1	-7	1.6	1.9	-20&10	2	-0.4	1	7	17
CO/N=C(/C)CCS(=O)(=O)c1ccccc1	0	-0.1	0.5	2	-3	-0.4	6	2	-9
COc1ccc(CCNC(=O)C(=O)NCCCN2CCOCC2)cc1	-10	1.0	-0.3	-17	3	0.6	-3	-7	1
Cn1nc(C(F)(F)F)c(C#N)c1N1CCN(c2ccccc2)CC1	3	0.9	1.2	-3	-13	-0.7	1	-2	46
Cc1nc(=O)c(-c2ccccc2)c(C)n1CCCO	-17	-0.3	1.7	23	0	1.2	4	-14	-1
New compounds follow.
SMILES	NPY2 pot ag	TRPML3 ag	TRPN1 ag	EP2 modulator	S1P4 antag	S1P4 ag	NPY-Y1 antag	NPY1 pot ag	CHOP inh
COc1cccc(NC(=O)C(=O)NCc2ccncc2)c1	-8	1.3	-0.9	-38	-2	-0.5	1	-5	-32
Cc1cc(C)c(O)c(-c2cc(C(=O)Nc3cccnc3)[nH]n2)c1	5	2.0	1.8	-53	-2	0.4	x	-8	-12
N#Cc1cccnc1Nc1ccc(Cl)cc1	-3	-0.8	-0.1	-5	-12	3.0	-1	-13	18
CCn1c(CNc2ccccc2Cl)nnc1SCCN1CCCCC1	-8	0.6	-1.1	2	0	-2.3	3	0	6
O=C(CSc1nnc(-c2ccc(Br)cc2)o1)Nc1cccc2ccccc12	-9	-0.9	-0.7	7	-18	-0.4	8	11	70*
Cc1ccc(N(CC(=O)NC2CCCC2)C(=O)CCCC(=O)Nc2ccccn2)cc1C	-12	-0.4	-1.0	1	-13	-3.3	1	-8	30
COC(=O)C1=C(C)N(CCc2ccc(OC)c(OC)c2)C(=O)C1	-5	0.6	1.6	25	2	0.2	1	8	20
Cc1ccccc1CSCCNC(=O)CCSc1ccccc1	-11	-1.3	-2.3	-39	1	-2.8	12	-33	-8
COc1ccc(NC(=O)CSc2nnc(Cc3cccn3C)n2-c2ccc(F)cc2)cc1	4	-0.7	0.5	13	-4	1.2	-8	-15	61
Cc1nn(CC2CCCCC2)c(N)c1-c1ccccc1	-8	-0.6	-0.6	-3	-10	-2.3	6	5	16
CCCCCC1CC(CC#CCN2CCOCC2)C(=O)O1 (stereo not given)	9	0.1	0.1	21	-7	0.5	0	17	2
CCc1ccc(CN2C(=O)c3ccccc3C2C(=O)NCC2CCCO2)cc1 (stereo not given)	-4	0.8	0.1	-7	6	1.7	2	-3	37
Cc1ccc(-n2c(=O)c3ccccc3n(CC(=O)C(C)(C)C)c2=O)cc1	-9	-0.1	0.2	-7	-9	-2.0	4	-5	11
N#CCC(=O)N/N=C1\CCCCC1C1CCCCC1 (stereo not given)	0	0.3	-0.8	1	-18	0.5	-5	-5	19
C=CCOc1c2ccc(C(=O)N(CC)c3ccc(OC)cc3)cc2nn1C	1	0.3	0.9	6	3	-0.7	9	-9	46
O=C(CN1CCN(c2ccc(O)cc2)CC1)NC(=O)NCc1ccco1	-9	0.5	0.8	-12	-7	-2.1	1	-2	17
Cn1c(CNC(=O)OC(C)(C)C)nnc1SCC(=O)N1CCOCC1	-6	0.3	1.2	31	6	0.2	x	4	1
O=C(NNC(=O)[C@@H]1CCCC[C@@H]1C(=O)O)Nc1ccccc1	-10	0.5	0.0	5	-6	-0.6	5	-41	-23
CC(=O)N/C(N)=N/c1nc2cc([N+](=O)[O-])ccc2o1	-7	1.1	0.6	-2	-6	-0.5	x	16	-10
COc1cc(C(=O)OCCc2c(C)nc3nc[nH]n3c2=O)cc(OC)c1OC	0	-0.2	1.0	10	-24	4.6	-4	24	4
CCOc1ccccc1CNC(=O)C1CCN(C(=O)c2sccc2-n2cccc2)CC1	-7	-0.1	0.3	9	-17	0.7	4	13	30
C=CCn1c(SCC(=O)Nc2sccc2C(N)=O)nc2ccc(Cl)cc2c1=O	13	-0.4	1.6	-44	-8	0.6	-5	38*	78*
C=CCN(CC=C)C(=O)C(=O)c1cc(C)n(-c2ccc([N+](=O)[O-])cc2)c1C	0	1.9	3.2	-15	-10	-1.2	7	-8	6
O=C(CCNS(=O)(=O)c1ccc(Cl)cc1)NCc1ccccn1	10	-0.1	-0.5	2	-8	0.0	6	2	17
O=C(Nc1ccccc1C(=O)NCCN1CCOCC1)c1ccc(Cl)cc1Cl	-4	0.6	-0.7	-17	14	0.2	-7	-19	-11

A different layout for part of the listing above:
Under each structure – NPY2 pot ag, TRPML3 ag, TRPN1 ag, EP2 modulator, S1P4 antag, S1P4 ag, NPY-Y1 antag, NPY1 pot ag, CHOP inh
O=C(CSc1nnc(-c2ccc(Br)cc2)o1)Nc1cccc2ccccc12
    -9, -0.9, -0.7, 7, -18, -0.4, 8, 11, 70*
CCCCCC1CC(CC#CCN2CCOCC2)C(=O)O1 (stereo not given)
    9, 0.1, 0.1, 21, -7, 0.5, 0, 17, 2
COc1ccc(NC(=O)CSc2nnc(Cc3cccn3C)n2-c2ccc(F)cc2)cc1
    4, -0.7, 0.5, 13, -4, 1.2, -8, -15, 61

Whole records, quoted from the list. Screens in order: NPY2 pot ag | TRPML3 ag | TRPN1 ag | EP2 modulator | S1P4 antag | S1P4 ag | NPY-Y1 antag | NPY1 pot ag | CHOP inh
`C=CCOc1c2ccc(C(=O)N(CC)c3ccc(OC)cc3)cc2nn1C` across the screens: 1 | 0.3 | 0.9 | 6 | 3 | -0.7 | 9 | -9 | 46
`COc1ccc(NC(=O)CSc2nc(N)c(-c3ccccc3)c(=O)[nH]2)cc1` across the screens: -11 | 0.3 | -0.3 | -23&18 | -2 | -1.0 | 7 | -26 | -1

Following part
SMILES	NPY2 pot ag	TRPML3 ag	TRPN1 ag	EP2 modulator	S1P4 antag	S1P4 ag	NPY-Y1 antag	NPY1 pot ag	CHOP inh
O=C(Cc1ccc(Cl)cc1)Nc1ncccn1	10	0.1	1.3	15	1	3.0	1	14	7
COc1cccc(-c2nc(-c3cccs3)no2)c1	-18	0.1	0.3	-7	2	-0.1	x	-10	29
CCC(C)[C@H](NC(=O)[C@@H]1Cc2ccccc2CN1C(=O)OC(C)(C)C)C(=O)NCC1CCC(C(=O)O)CC1 (stereo not given in full)	13	0.2	0.2	13	-8	0.0	x	9	2
O=Cc1c(C(=O)O)n(CC(=O)O)c2ccccc12	5	0.2	-0.3	15	-16	1.9	4	0	14
CN(c1cccc(NS(=O)(=O)c2cccc([N+](=O)[O-])c2)c1)S(C)(=O)=O	-1	0.9	2.1	-3	-4	-0.5	0	-13	1
O=C(NCC1CCCCC1)c1ccco1	0	-0.6	-0.9	17	-11	-1.0	9	20	6
CCCNC(=O)c1cccc(COCC(F)(F)C(F)F)c1	16	0.2	0.1	-3	-16	-2.1	-1	18	-32
CCOC(=O)N1CCN(C(=O)CN(C2CCCCC2)S(C)(=O)=O)CC1	15	0.1	0.0	26	-1	1.5	2	10	11
Fc1ccc(/C=N/Nc2nc3ccccc3[nH]2)cc1F	-2	-0.1	-1.4	8	4	2.4	10	-33	20
CC(C)(C)C(=O)Nc1nnc(SCC(=O)Nc2ccc3c(c2)OCO3)s1	8	0.7	-0.8	-10	-12	0.5	2	8	17
O=c1nc(-c2ccccc2)c2ccccc2[nH]1	19	-0.8	-0.9	14	-2	1.0	-2	10	28
